Screening data from PubChem.
CYP2C19 inh – blockers of cytochrome P450 2C19 activity – biochemical, luminescence, ADME assay, primary screen; P33261; inhibition, % at 5 µM; actives 21% (n = 96,000); CYP2C19 Supersomes, luciferin-H EGE luminescence, 30 min;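 active = CYP2C19 inhibition above a set limit at 5 µM in the primary screen, cut at about 50% in these data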;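 note: plate controls were negative control wells for no effect and 2.5 mM tranylcypromine positive control for full effect; values of inactives mirror those of a sister screen read the other way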
Target sequence (P33261 whole entry, looked up): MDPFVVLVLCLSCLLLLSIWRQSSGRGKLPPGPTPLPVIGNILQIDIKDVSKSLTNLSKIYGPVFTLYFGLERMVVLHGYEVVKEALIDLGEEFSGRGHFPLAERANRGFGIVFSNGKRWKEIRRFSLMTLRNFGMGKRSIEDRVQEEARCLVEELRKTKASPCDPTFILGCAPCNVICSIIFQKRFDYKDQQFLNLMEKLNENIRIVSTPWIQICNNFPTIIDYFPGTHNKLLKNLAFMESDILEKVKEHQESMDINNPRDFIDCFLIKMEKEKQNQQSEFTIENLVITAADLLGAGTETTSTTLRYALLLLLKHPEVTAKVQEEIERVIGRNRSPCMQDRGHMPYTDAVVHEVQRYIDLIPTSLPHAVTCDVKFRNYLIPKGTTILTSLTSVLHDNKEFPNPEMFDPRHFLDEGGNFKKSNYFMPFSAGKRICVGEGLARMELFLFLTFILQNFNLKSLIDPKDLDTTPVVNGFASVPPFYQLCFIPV
H69AR inhibit – proliferation blockers of H69AR lung cancer cells, primary screen, cell-based, human, 86K library. H69AR lung tumor viability, ATP luminescence, 72 h; stronger effect = lower value. viability, % at 10 µM. actives 6% (n = 85,000);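 active = viability at or below 40%; inactive = viability above 40%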;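 note: multidrug resistant small cell line overexpressing MRP-1 efflux transporter; 100% = mean luminescence of untreated control wells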
Mac1 fbg inh – inhibitors of CD11b/CD18 adhesion to fibrinogen, primary screen, K562 cells, luminescence; Integrin beta-2 (Homo sapiens) + Integrin alpha-M (Homo sapiens), P05107+P11215; ATPlite luminescence; Mn2+ added to activate the integrin; inhibition, % at 10 µM; actives 0.54% (n = 93,000); AID 1497, 2009;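 active = primary inhibition of 50% or more at 10 µM, then 40% or more on retest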; note: some results filed as inactive read as strong as hits
CYP2C19 act – human CYP2C19 activators, primary screen, biochemical, luminescence; Cytochrome P450 2C19 (Homo sapiens), P33261; recombinant CYP2C19, luciferin-H EGE luminescence; stronger effect = higher value; 0 = fully inhibited enzyme, 1 = untreated enzyme; activation factor at 5 µM; 96,000 tested, under 10 active;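 active = activation factor of at least 2 at 5 µM in the primary screen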;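 note: 0 = wells with 2.5 mM tranylcypromine and 1 = vehicle-only wells; values of inactives mirror those of a sister screen read the other way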
ERa SRC1 inh – ERα–SRC-1 coactivator interaction inhibitors, primary screen, biochemical, TR-FRET, ERα LBD, estradiol-bound. actives 1.7% (n = 86,000). inhibition, % at 25.6 µM. Estrogen receptor (Homo sapiens), P03372. TR-FRET ER-alpha LBD / SRC-1 peptide; in the data active = inhibition above about 50%;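 note: 0% = receptor plus peptide control and 100% = peptide only without receptor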
Target sequence (P03372 whole entry, looked up, the tested form may be a part): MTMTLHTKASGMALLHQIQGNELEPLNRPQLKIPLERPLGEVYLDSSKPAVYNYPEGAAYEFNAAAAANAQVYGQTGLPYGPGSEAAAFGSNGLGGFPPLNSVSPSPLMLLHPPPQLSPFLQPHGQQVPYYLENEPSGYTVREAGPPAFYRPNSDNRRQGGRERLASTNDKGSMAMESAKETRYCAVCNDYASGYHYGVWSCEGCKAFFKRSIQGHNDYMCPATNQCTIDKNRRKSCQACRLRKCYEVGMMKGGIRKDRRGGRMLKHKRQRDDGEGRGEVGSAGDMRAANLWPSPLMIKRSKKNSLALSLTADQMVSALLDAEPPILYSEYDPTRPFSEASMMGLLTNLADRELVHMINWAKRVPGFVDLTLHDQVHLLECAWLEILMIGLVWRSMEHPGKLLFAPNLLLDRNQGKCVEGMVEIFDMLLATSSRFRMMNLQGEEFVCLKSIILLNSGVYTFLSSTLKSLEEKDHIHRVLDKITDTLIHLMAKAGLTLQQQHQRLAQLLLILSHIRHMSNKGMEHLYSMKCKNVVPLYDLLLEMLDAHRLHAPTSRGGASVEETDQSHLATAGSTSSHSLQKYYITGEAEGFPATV
ERa coact pot – enhancers of ERα–SRC-1 coactivator binding, primary screen, biochemical, TR-FRET, ERα LBD, low estradiol; actives 1.3% (n = 86,000); AID 639, 2007; Estrogen receptor (Homo sapiens), P03372; TR-FRET ERalpha-LBD/SRC-Cy5 coactivator binding, 2 h; 100 = basal binding, no effect; coactivator binding (% of control), % at 25.6 µM; in the data active = activity above about 200%;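 note: binding measured in presence of low estradiol as agonist stimulus; 0% = peptide alone without receptor and 100% = receptor with peptide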
Mac1 fbg enh – enhancers of CD11b/CD18 adhesion to fibrinogen, primary screen, K562 cells, luminescence; ATPlite luminescence; activation, % at 10 µM; actives 0.07% (n = 93,000); AID 1499, 2009;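 active = 10 µM primary screen giving 50% or more activity, confirmed by 40% or more on retest at that dose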; note: strong numbers were not always called active
Fibroblast inh – antiproliferative effect on LL 47 fibroblasts – human, LL 47 cells, CellTiter-Glo luminescence, primary screen; viability, % at 10 µM; LL 47 human lung fibroblast viability, ATP luminescence; stronger effect = lower value; actives 1.1% (n = 85,000); AID 719, 2007;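 active = viability at or below 50% in the single dose screen; inactive = viability above 50%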;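 note: compound exposure lasted 72 h before the ATP readout; 100% = median luminescence of untreated cell-only wells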
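Benchmarks: Cell-only wells, no compound | Test system: LL 47 human lung fibroblasts, passage 12 or lower | Input: 1,150 cells/well | Measured by: CellTiter-Glo luminescence measuring cellular ATP | Medium: IMEM, 15% FBS supplement | Schedule: Overnight attachment after seeding, then 72 h compound exposure at 37 °C | Doses: Compound addition at 0.1% DMSO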
HUVEC inhibit – inhibitors of HUVEC proliferation, primary screen, cell-based, 384-well | AID 648, 2007 | viability, % at 10 µM (by protocol) | actives 1.1% (n = 86,000) | CellTiter-Glo luminescence, 72 h; stronger effect = lower value;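 active = viability at or below 30%; inactive = viability above 30%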;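 note: 100% = median luminescence of DMSO-only cell control wells on each plate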
* = called active by the depositor; . = no result given; [ ] = another dose, or the depositor's remark. An unsorted share of the library. About 26% of those tested had a hit in this group.

1) Cc1cc(CN2C(=O)c3ccccc3C2=O)cc(N2CCOCC2)c1
2) COCCn1nnnc1C(c1ccccc1)N1CCN(Cc2ccc3c(c2)OCO3)CC1 (stereo not drawn)
3) O=C(CSc1ncn[nH]1)NC1CC2CCC1C2 (stereo not drawn)
4) C=CCNC(=O)C1CCN(S(=O)(=O)CC)CC1
5) CCOC(=O)c1c(NC(=O)CSc2nnc(-c3ccncc3)n2Cc2ccco2)sc(C)c1C
Compound	1	2	3	4	5
CYP2C19 inh	46.9	18.1	53.2*	-2.9	83.5*
H69AR inhibit	100.7	88.5	94.1	95.8	83.1
Mac1 fbg inh	-4.3	-10.4	-3.3	.	5.1
CYP2C19 act	0.5	0.8	0.5	1	0.2
ERa SRC1 inh	-18.7[fluorescence artefact?]	5.9[fluorescence artefact?]	-11.3	-8.3[fluorescence artefact?]	5.6
ERa coact pot	124.1	118.1	121.7	123.5	81.3
Mac1 fbg enh	-5.8	-0.9	-1.9	.	-2.6
Fibroblast inh	104.9	100.0	97.3	95.4	89.2
HUVEC inhibit	99.0	95.1	96.1	102.3	81.8

6) COc1ccc(C(=O)Nc2ccc(S(=O)(=O)N3CCOCC3)cc2)cc1OC
7) N#Cc1cc2sc3nnc(-c4ccncc4)n3c2cc1C#N
8) CC1(C)Oc2ccc3ccc(=O)oc3c2/C(=C/N)C1=O
9) COC(=O)[C@H](Cc1ccccc1)NC(=O)NCc1ccc(S(N)(=O)=O)cc1
10) O=[N+]([O-])c1ccc2nc(-c3ccc(Cl)cc3)n(OCc3ccccc3)c2c1
Compound	6	7	8	9	10
CYP2C19 inh	-6.1	92.4*	-0.5	2.6	5.9
H69AR inhibit	87.6	28.9*	103.0	90.7	.
Mac1 fbg inh	.	-9.4	2.2	3.9	-8.9
CYP2C19 act	1.1	0.1	1	1	0.9
ERa SRC1 inh	-1.5	23.5	-4.8	2.0	.
ERa coact pot	111.2	81.7[fluorescence artefact?]	93.5	96.2	.
Mac1 fbg enh	.	0.0	-2.7	-2.6	-1.4
Fibroblast inh	100.8	45.5*	98.2	97.9	.
HUVEC inhibit	98.7	56.6	80.5	103.0	.

11) CCc1ccc(OCCNC(=O)c2cccs2)cc1
12) O=C(NCc1ccccc1Cl)C1CCCN(S(=O)(=O)c2cccc3nsnc23)C1 (stereo not drawn)
13) CCCCCCc1cc2cc(-c3nnc(-c4ccccc4O)o3)c(=O)oc2cc1O
14) CCc1nc(SCC(=O)c2ccc(C)c(C)c2)n[nH]1
15) Cc1c(NC(=O)c2ccc(F)c(S(=O)(=O)N3CCOCC3)c2)c(=O)n(-c2ccccc2)n1C
Compound	11	12	13	14	15
CYP2C19 inh	37.9	76.7*	14.1	97.4*	-19.6
H69AR inhibit	90.3	91.3	.	99.7	97.3
Mac1 fbg inh	-6.3	-24.7	97.5*	-11.0	8.4
CYP2C19 act	0.6	0.2	0.9	0	1.2
ERa SRC1 inh	-4.7	-0.1	.	1.1	6.5
ERa coact pot	100.7	121.7	.	100.2	99.7[fluorescence artefact?]
Mac1 fbg enh	0.7	2.3	-2.1	-1.0	-4.7
Fibroblast inh	110.8	95.7	.	113.6	104.5
HUVEC inhibit	110.5	86.0	.	99.2	99.8

Reprinted from the part before: 2 entries, followed by the next part.
14) CCc1nc(SCC(=O)c2ccc(C)c(C)c2)n[nH]1
15) Cc1c(NC(=O)c2ccc(F)c(S(=O)(=O)N3CCOCC3)c2)c(=O)n(-c2ccccc2)n1C
16) COc1ccc(CC(=O)Nc2ccc(S(=O)(=O)NC(C)C)cc2)cc1
17) COc1ccc(/C=N/n2c(=O)[nH]c3c([nH]c4ccc(C)cc43)c2=O)cc1CN1CCOCC1
18) COc1ccc(NC(=O)C2CCCN(S(=O)(=O)c3cnc[nH]3)C2)cc1 (stereo not drawn)
19) OC(COc1ccc2cc(Br)ccc2c1)CN1CCCC1 (stereo not drawn)
20) COc1ccc(C(=O)OCC(=O)Nc2ccc(F)cc2F)cc1OC
Compound	14	15	16	17	18	19	20
CYP2C19 inh	97.4*	-19.6	62.1*	23.1	37.1	-3.8	28.4
H69AR inhibit	99.7	97.3	100.5	74.9	98.9	100.3	100.4
Mac1 fbg inh	-11.0	8.4	11.3	-18.3	4.5	.	.
CYP2C19 act	0	1.2	0.4	0.8	0.6	1	0.7
ERa SRC1 inh	1.1	6.5	6.2[fluorescence artefact?]	25.2	-3.1	-3.0	8.7
ERa coact pot	100.2	99.7[fluorescence artefact?]	113.5	92.7	124.4	108.0	86.7
Mac1 fbg enh	-1.0	-4.7	-0.7	2.2	-1.8	-0.8	.
Fibroblast inh	113.6	104.5	95.5	98.4	103.5	85.6	112.9
HUVEC inhibit	99.2	99.8	100.0	101.3	101.0	77.5	106.0

21) O=C(COc1ccccc1O)Nc1ccc(Cl)cc1
22) CNc1nc2c(c(=O)n(C)c(=O)n2C)n1Cc1ccccc1
23) Cc1c(N=Cc2cccnc2)c(=O)n(-c2ccccc2)n1C
24) CCn1cc(C2=NOC(C(=O)Nc3cc(C)nn3-c3ccccc3)C2)c(C)n1 (stereo not drawn)
25) O=C(Nc1ccc2c(c1)OCO2)c1cc2n(n1)C(C(F)(F)F)CC(c1ccccc1)N2 (stereo not drawn)
Compound	21	22	23	24	25
CYP2C19 inh	87.8*	4.8	.	-12.2	-7.3
H69AR inhibit	100.4	102.4	106.1	86.0	70.8
Mac1 fbg inh	.	30.3	.	4.3	7.7
CYP2C19 act	0.1	1	.	1.1	1.1
ERa SRC1 inh	-3.4	-4.7	-7.9	4.0[fluorescence artefact?]	-6.1
ERa coact pot	107.8	117.6	111.2	117.4[fluorescence artefact?]	116.1
Mac1 fbg enh	.	-3.7	.	-2.7	0.4
Fibroblast inh	117.1	102.2	96.6	101.0	87.0
HUVEC inhibit	82.6	106.8	99.1	98.5	88.6

26) C=CCn1c(SCC(=O)Nc2cc(NC(C)=O)ccc2OC)nnc1-c1ccccn1
27) CCOC(=O)CCC(=O)N1CCNC(=O)C1
28) O=C(CSc1ncccn1)n1c2c(c3ccccc31)CCCC2
29) Cc1ccc2nc(-c3ccc(NC(=O)CN4CCN(C(=O)c5ccco5)CC4)cc3)sc2c1
30) O=C(O)C1CCN(c2ncccn2)CC1
Compound	26	27	28	29	30
CYP2C19 inh	38.4	16.5	-2.9	13.2	-1.3
H69AR inhibit	99.9	95.5	.	44.0	96.9
Mac1 fbg inh	6.4	-8.1	10.3	27.1	.
CYP2C19 act	0.6	0.8	1	0.9	1
ERa SRC1 inh	-4.4	-8.3	.	45.4[fluorescence artefact?]	-1.3
ERa coact pot	115.6	128.9	.	163.7[fluorescence artefact?]	133.7
Mac1 fbg enh	0.6	-0.2	-0.1	-0.7	.
Fibroblast inh	99.8	106.0	.	91.3	94.4
HUVEC inhibit	86.1	123.0	.	71.3	95.5

31) Cc1ccc(-c2nn(Cc3ccccc3)cc2/C=C/C(=O)O)cc1
32) O=C(Nc1nc2c(s1)CCCC2)c1cccnc1
33) CC1CN(Cc2cc(=O)n3ccsc3n2)CC(C)O1 (stereo not drawn)
34) CCn1c(SCC(=O)Nc2ccc(N3CCOCC3)cc2)nnc1-c1ccc(OC)cc1
35) COc1cc(-c2nnc3sc(Cc4ccc(Cl)cc4)nn23)cc(OC)c1OC
Compound	31	32	33	34	35
CYP2C19 inh	-17.3	38.5	6.0	0.4	.
H69AR inhibit	75.5	98.8	95.7	.	82.6
Mac1 fbg inh	21.4	-20.4	.	-0.3	.
CYP2C19 act	1.2	0.6	0.9	1	.
ERa SRC1 inh	-1.1	-25.3	11.0	.	33.2
ERa coact pot	108.8	105.6	102.4	.	89.8
Mac1 fbg enh	-3.8	-4.7	.	-0.8	.
Fibroblast inh	102.8	106.8	99.4	.	97.2
HUVEC inhibit	105.0	112.8	94.6	.	69.0

Compounds from the list above that contain a thiophene ring, fused or not, in the order listed:
5) CCOC(=O)c1c(NC(=O)CSc2nnc(-c3ccncc3)n2Cc2ccco2)sc(C)c1C
11) CCc1ccc(OCCNC(=O)c2cccs2)cc1
Compound	5	11
CYP2C19 inh	83.5*	37.9
H69AR inhibit	83.1	90.3
Mac1 fbg inh	5.1	-6.3
CYP2C19 act	0.2	0.6
ERa SRC1 inh	5.6	-4.7
ERa coact pot	81.3	100.7
Mac1 fbg enh	-2.6	0.7
Fibroblast inh	89.2	110.8
HUVEC inhibit	81.8	110.5

Carrying on.
36) O=S(=O)(c1ccccc1)N1CCN(S(=O)(=O)c2ccccc2)C1
37) O=C(Nc1ccccc1)N(CCN1CCOCC1)Cc1ccccc1F
38) Cc1ccc(CNc2ccc3c(c2)OCO3)c(C)c1
39) CCS(=O)(=O)N1CCCC(C(=O)NCC2CCCO2)C1 (stereo not drawn)
40) O=C(c1ccccc1S(=O)(=O)NCC(O)COc1ccc([N+](=O)[O-])cc1)N1CCCCC1 (stereo not drawn)
Compound	36	37	38	39	40
CYP2C19 inh	93.9*	55.5*	31.0	-0.7	10.7
H69AR inhibit	.	88.5	29.8*	104.6	85.7
Mac1 fbg inh	2.9	-23.4	12.4	.	.
CYP2C19 act	0.1	0.4	0.7	1	0.9
ERa SRC1 inh	.	-8.8	2.6[fluorescence artefact?]	-33.2	-3.4
ERa coact pot	.	99.4	67.8[fluorescence artefact?]	122.2	110.6
Mac1 fbg enh	-0.6	13.6	1.4	.	.
Fibroblast inh	.	99.5	94.6	94.7	94.2
HUVEC inhibit	.	96.9	61.5	95.0	93.2

41) Cn1nc(C(=O)Nc2ccc(S(=O)(=O)N3CCCC3)cc2)ccc1=O
42) O=S(=O)(NCCc1ccncc1)c1cc(Br)ccc1F
43) Cc1cc(C(C#N)c2ccccc2)n2ncnc2n1 (stereo not drawn)
44) COC(=O)c1cc[n+](CC(=O)c2ccccc2)cc1
45) Cc1cc(C)c2cc(CN(CCO)C(=O)Nc3ccc(F)cc3)c(=O)[nH]c2c1
46) CCOc1cccc(C2c3c(oc4ccccc4c3=O)C(=O)N2c2ccccn2)c1 (stereo not drawn)
47) CCOc1ccccc1-n1c(SCC(=O)N2CCOCC2)nnc1-c1ccccn1
Compound	41	42	43	44	45	46	47
CYP2C19 inh	20.9	88.6*	22.4	-5.7	74.2*	.	5.3
H69AR inhibit	86.8	86.8	97.0	.	38.1*	99.6	102.8
Mac1 fbg inh	-15.9	-17.9	-2.7	-3.5	-15.5	.	-6.2
CYP2C19 act	0.8	0.1	0.8	1.1	0.3	.	0.9
ERa SRC1 inh	-0.6[fluorescence artefact?]	-4.3	-6.1	.	-5.9	-4.3	-0.4
ERa coact pot	109.4	100.2	110.4	.	105.1	155.6	106.8
Mac1 fbg enh	-1.0	1.2	-1.6	-1.5	2.4	.	-1.2
Fibroblast inh	95.0	94.7	107.4	.	94.5	84.1	87.2
HUVEC inhibit	85.0	95.4	108.2	.	88.0	72.5	99.6
